LGR2 antag – inhibitors of bursicon-induced Drosophila LGR2 receptor cAMP signaling; HEK293 LGR2, CRE-luciferase, bursicon-stimulated, 4 h; inhibition, % at 9.99 µM; 380,000 tested, 0.35% active;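 active = drop in luminescence signal, shown as inhibition above about 50% in the replicate tests, limit read from the data, passing the limit was not always enough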;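 also: agonist challenge used bursicon conditioned medium at about half maximal strength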
PAX8 inh HTS – lowers PAX8-driven luciferase in RMG-I cells | RMG-I TPO-luciferase reporter, SteadyGlo, 24 h | inhibition, % at 12.6 µM | 360,000 tested, 1.2% active | AID 652154;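 active = mean replicate inhibition at least 60% with every replicate also reaching 60%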;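 also: luciferase light reporting Pax8 driven TPO promoter activity; plate controls were median of neutral control wells for no effect and mitoxantrone controls for full effect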
PglD DTNB – PglD (C. jejuni) enzyme inhibition; purified PglD enzyme, DTNB colorimetric CoA detection; inhibition, % at 12.5 µM; 360,000 tested, 0.098% active; in the data active = inhibition above about 16%, passing the limit was not always enough; also: strong numbers were not always called active
ERAP1 inh – inhibitors of human ERAP1 aminopeptidase; recombinant ERAP1, Leu-AMC fluorescence, 60 min; inhibition, % at 10.7 µM; 340,000 tested, 0.15% active; Q9NZ08;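 active = mean replicate inhibition of at least 30%, or all replicates individually reaching that 30% level; inactive = mean below 30% and not every replicate reaching it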;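 also: 0% = neutral control wells and 100% = L-leucinethiol positive control wells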
Target sequence (Q9NZ08 whole entry, looked up): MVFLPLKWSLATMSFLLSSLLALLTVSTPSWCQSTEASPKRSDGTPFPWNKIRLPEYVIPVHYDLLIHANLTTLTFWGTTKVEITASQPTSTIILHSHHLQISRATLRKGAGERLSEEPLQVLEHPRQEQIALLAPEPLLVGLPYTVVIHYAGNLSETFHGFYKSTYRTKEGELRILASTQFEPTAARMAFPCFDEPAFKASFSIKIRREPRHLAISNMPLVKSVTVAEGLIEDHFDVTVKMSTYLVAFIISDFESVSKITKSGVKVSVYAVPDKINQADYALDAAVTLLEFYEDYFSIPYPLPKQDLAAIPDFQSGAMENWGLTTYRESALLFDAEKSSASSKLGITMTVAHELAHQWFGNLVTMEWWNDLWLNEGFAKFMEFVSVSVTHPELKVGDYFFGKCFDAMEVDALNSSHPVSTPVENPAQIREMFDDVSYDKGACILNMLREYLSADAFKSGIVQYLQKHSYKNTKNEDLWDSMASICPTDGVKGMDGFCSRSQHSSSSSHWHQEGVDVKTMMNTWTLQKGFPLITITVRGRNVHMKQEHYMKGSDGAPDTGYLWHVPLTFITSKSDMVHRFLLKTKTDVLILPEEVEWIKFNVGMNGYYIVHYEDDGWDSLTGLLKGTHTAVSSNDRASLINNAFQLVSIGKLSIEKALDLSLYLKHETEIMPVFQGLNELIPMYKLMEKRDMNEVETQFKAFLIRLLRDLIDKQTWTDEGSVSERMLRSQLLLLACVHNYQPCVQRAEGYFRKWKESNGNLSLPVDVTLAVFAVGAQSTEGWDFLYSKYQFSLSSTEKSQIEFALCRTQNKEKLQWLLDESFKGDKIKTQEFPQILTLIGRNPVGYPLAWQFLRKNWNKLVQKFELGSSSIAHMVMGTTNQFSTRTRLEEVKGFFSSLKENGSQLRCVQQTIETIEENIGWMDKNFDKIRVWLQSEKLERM
S100A4 inh HTS – inhibitors of human S100A4 binding to myosin IIA peptide; 360,000 tested, 0.14% active; S100A4/TAMRA-MyoIIA peptide fluorescence polarization; inhibition, % at 10.7 µM; P26447;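 active = mean inhibition of at least 70% across replicates, with every replicate also reaching that level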
Target sequence (P26447 whole entry, looked up): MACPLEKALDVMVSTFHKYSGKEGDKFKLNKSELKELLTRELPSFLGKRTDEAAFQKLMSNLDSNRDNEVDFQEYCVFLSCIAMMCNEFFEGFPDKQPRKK
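Test system – S100A4 monomer (human) · Compound – single-point compound testing · Schedule – 5 min incubation before reading · Probe or stimulus – TAMRA-labelled myosin IIA heavy-chain peptide probe, 5 nM · Benchmarks – neutral control DMSO, positive control TFP · Medium – Calcium-containing HEPES buffer, pH 7.2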
EWS-Fli block – inhibitors of EWS/Fli oncoprotein transcriptional activity; A673 NR0B1-luciferase reporter, viability-normalised; inhibition, % at 12.6 µM; 350,000 tested, 0.67% active;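 active = mean inhibition of at least 50% after viability correction, with every replicate also passing that limit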;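 also: firefly luciferase signal divided by Alamar Blue viability fluorescence both relative to DMSO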
FN deposition inh – fibronectin deposition inhibition | AH1F fibroblasts, Alexa488-fibronectin deposition fluorescence, overnight | 350,000 tested, 0.086% active | inhibition, % at 12.6 µM | AID 743247;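 active = mean inhibition across replicates of 30% or more, regardless of how many single replicates reach that level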;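 also: positive control wells lacked labelled fibronectin entirely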
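Assay system: AH1F fibroblast monolayer, labelled fibronectin deposition. Amount: 10000 cells per well. Also added: labelled fibronectin 24 nM. Compound: single-point pinned compound. Incubation: cell attachment 1 h, compound and FN exposure overnight. Detection: fluorescence after three HBSS washes, excitation 485 nm, emission 525 nm. Read-out: inhibition of fibronectin deposition signal.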
PGC1a acetyl inh – modulators of PGC1a acetylation; U2OS PGC1a acetylation, AlphaScreen anti-acetyl-lysine; with virally co-expressed GCN5 acetyltransferase; inhibition, % at 15.6 µM; 350,000 tested, 0.17% active;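 active = every replicate shows inhibition of at least 40%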;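 also: 0% = neutral control wells and 100% = positive control wells; some results beyond the cut were filed as inactive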
Active calls of the source: *; x = not tested or not shown; & = joins results of further samples.

Screens by letter: A = LGR2 antag; B = PAX8 inh HTS; C = PglD DTNB; D = ERAP1 inh; E = S100A4 inh HTS; F = EWS-Fli block; G = FN deposition inh; H = PGC1a acetyl inh
O=C(O)c1ccc(CNC(=O)C2CCN(S(=O)(=O)c3cccs3)CC2)cc1
  A = 7	B = -6	C = -10	D = -2	E = -2	F = 0	G = x	H = x

COCC(=O)N1[C@@H]2c3cccc(=O)n3C[C@@H]2[C@@H](CO)[C@@H]1C(=O)NCc1ccccc1Cl
  A = 7	B = -21	C = x	D = 0	E = 16	F = x	G = x	H = -1

COCC(=O)N1[C@H](CO)[C@H](c2ccccc2)C12CN(C(=O)c1ccccc1)C2
  A = 28	B = -5	C = x	D = 2	E = -1	F = -2	G = 5	H = -4

O=C(C[C@@H]1CC[C@H](NC(=O)CN2CCOCC2)[C@@H](CO)O1)NCCc1ccccc1
  A = 1	B = -14	C = 2	D = 1	E = 12	F = 0	G = x	H = -6

C[C@H]1CN([C@@H](C)CO)C(=O)Cc2cc(NC(=O)Cc3ccccc3)ccc2O[C@H]1CN(C)Cc1ccncc1
  A = 4	B = -6	C = -1	D = 1	E = 14	F = 9	G = x	H = 0

COc1ccc(-c2cnc3c(c2)C(=O)N([C@@H](C)CO)C[C@H](C)[C@@H](CN(C)Cc2ccccc2)O3)cc1
  A = 6	B = x	C = 1	D = -1	E = 6	F = 10	G = -1	H = 1

COCC(=O)N1C[C@H](C)[C@H](OC)CN(C)C(=O)c2cc(NC(=O)Nc3cccc(F)c3)ccc2OC[C@@H]1C
  A = -5&9	B = 6&2	C = -2	D = -1	E = 10&1	F = 2&3	G = -4&-4&5	H = -15

CCn1c(SCC(=O)NC2CC2)nnc1C(C)Oc1ccccc1 (stereo unspecified)
  A = 21	B = -1	C = 2	D = 7	E = 3	F = -1	G = -1	H = x

CCCNc1c(NS(=O)(=O)c2ccc(NC(=O)CC)cc2)c(=O)oc2ccccc12
  A = 17	B = 0	C = x	D = -1	E = 2	F = x	G = 4	H = -3

C[C@]12C(=O)N(c3ccc(F)cc3)C(=O)N1[C@H]1c3ccccc3OC[C@@H]1[C@H]2c1ccccc1
  A = 10	B = 19	C = -5	D = -2	E = -3	F = 9	G = -2	H = 3

COC(=O)C1CN(C(=O)c2cccc(OC(F)F)c2)c2ccccc2O1 (stereo unspecified)
  A = -16	B = 20	C = 2	D = -4	E = -3	F = 9	G = -6	H = 9

O=C(CSc1nnc(-c2ccncc2)o1)NCc1ccc(Cl)cc1
  A = x	B = -23	C = x	D = 0	E = -6	F = -12	G = 15	H = x

CN(C)C(=O)c1cccc(-c2ccc([C@@H]3[C@H](CO)N4C(=O)CN(C(=O)C5CCC5)C[C@@H]34)cc2)c1
  A = -6	B = x	C = x	D = 2	E = -4	F = -4	G = 6	H = 7

NC(=Nc1c([N+](=O)[O-])cnc2ccccc12)N1CCOCC1
  A = 8	B = 11	C = x	D = 1	E = 4	F = 3	G = x	H = x

CC(OC(=O)c1ccc(Cl)nc1)C(=O)Nc1ccc(S(=O)(=O)N2CCCC2)cc1 (stereo unspecified)
  A = -22	B = 1	C = 3	D = -4	E = -2	F = 3	G = x	H = -4

CCc1ccccc1NC(=O)CN1CCN(C(=O)c2ccc(OCc3cn4ccccc4n3)cc2)CC1
  A = -1	B = -25	C = 2	D = -3	E = -5	F = -9	G = 6	H = x

CC(C)Oc1ccc(S(=O)(=O)N2CCOCC2)cc1NC(=O)CSC(=S)N1CCCC1
  A = 16	B = 28	C = -2	D = -1	E = -1	F = 19	G = -4	H = -2

O=C(C1=C(O)C(=O)N(CCN2CCOCC2)C1c1ccc(Br)cc1)c1cc2ccccc2o1 (stereo unspecified)
  A = 9	B = 14	C = -1	D = 4	E = 0	F = 4	G = 6	H = x

C[C@@H]1CN([C@@H](C)CO)C(=O)c2cc(NS(=O)(=O)c3cn(C)cn3)ccc2O[C@@H](C)CCCCO[C@H]1CN(C)S(=O)(=O)c1cccs1
  A = 4	B = -6	C = -1	D = 3	E = 13	F = -11	G = 7	H = 1

NS(=O)(=O)c1ccc(NC(CNS(=O)(=O)c2ccccc2)c2ccccc2)cc1 (stereo unspecified)
  A = 13	B = -2	C = x	D = -5	E = -5	F = -6	G = 11	H = 6

CN(C)CC#Cc1ccc([C@@H]2[C@H](CO)N3C(=O)CN(C(=O)Cc4ccccc4)C[C@@H]23)cc1
  A = 10	B = 1	C = x	D = 0	E = 4	F = 1	G = x	H = 2

CC(OC(=O)CNC(=O)c1ccc2ccccc2c1)C(=O)NC1CCCCC1C (stereo unspecified)
  A = -3	B = -20	C = 3	D = -1	E = 6	F = 10	G = 1	H = -1

C[C@H]1CN([C@@H](C)CO)C(=O)c2cccc(NC(=O)Nc3ccccc3)c2O[C@@H]1CN(C)C(=O)NC1CCCCC1
  A = 13	B = 4	C = 1	D = 0	E = -3	F = -12	G = x	H = 1

N=C1SC(c2ccccc2)C(=O)N1c1ncc(Cc2ccccc2Cl)s1 (stereo unspecified)
  A = 6	B = 9	C = 1	D = x	E = x	F = 1	G = -1	H = 3

COc1cccc2c1C(=O)C[C@]1(CCCC[C@@H]1C)O2
  A = 2	B = -5	C = 0	D = 1	E = -7	F = -6	G = 5	H = x

5 entries from above, sorted by the number in ERAP1 inh, falling:
molecule	LGR2 antag	PglD DTNB	ERAP1 inh	S100A4 inh HTS	PGC1a acetyl inh
O=C(C1=C(O)C(=O)N(CCN2CCOCC2)C1c1ccc(Br)cc1)c1cc2ccccc2o1 (stereo unspecified)	9	-1	4	0	x
NC(=Nc1c([N+](=O)[O-])cnc2ccccc12)N1CCOCC1	8	x	1	4	x
C[C@]12C(=O)N(c3ccc(F)cc3)C(=O)N1[C@H]1c3ccccc3OC[C@@H]1[C@H]2c1ccccc1	10	-5	-2	-3	3
CCc1ccccc1NC(=O)CN1CCN(C(=O)c2ccc(OCc3cn4ccccc4n3)cc2)CC1	-1	2	-3	-5	x
COC(=O)C1CN(C(=O)c2cccc(OC(F)F)c2)c2ccccc2O1 (stereo unspecified)	-16	2	-4	-3	9

Among those listed so far, these have an aryl thioether with sulfur outside any ring:
Screens by letter: A = LGR2 antag; B = PAX8 inh HTS; C = PglD DTNB; D = ERAP1 inh; E = S100A4 inh HTS; F = EWS-Fli block; G = FN deposition inh; H = PGC1a acetyl inh
CCn1c(SCC(=O)NC2CC2)nnc1C(C)Oc1ccccc1 (stereo unspecified)
  A = 21	B = -1	C = 2	D = 7	E = 3	F = -1	G = -1	H = x

O=C(CSc1nnc(-c2ccncc2)o1)NCc1ccc(Cl)cc1
  A = x	B = -23	C = x	D = 0	E = -6	F = -12	G = 15	H = x

Next results.
Screens by letter: A = LGR2 antag; B = PAX8 inh HTS; C = PglD DTNB; D = ERAP1 inh; E = S100A4 inh HTS; F = EWS-Fli block; G = FN deposition inh; H = PGC1a acetyl inh
CC(=O)C1=C(O)C(=O)N(CO)C1c1ccccc1F (stereo unspecified)
  A = -1	B = x	C = x	D = 0	E = 3	F = 2	G = x	H = x

O=C(C[C@H]1CC[C@@H](NC(=O)Nc2cc(F)ccc2F)[C@H](CO)O1)Nc1ccc(-c2ccccc2)cc1
  A = -22	B = -11	C = 0	D = 0	E = 1	F = -8	G = 0	H = -1

NC(=S)N(c1ccccc1)c1ccccc1
  A = -21	B = -23	C = -5	D = -3	E = -3	F = 3	G = -2	H = 3

Cc1ccc(S(=O)(=O)CCSc2nccn2C)cc1
  A = 4	B = 8	C = x	D = -2	E = -1	F = 9	G = 2	H = -17

COc1ccc(NC(=O)N(C)C[C@@H]2Oc3ccc(NS(=O)(=O)c4ccc(Cl)cc4)cc3C(=O)N([C@@H](C)CO)C[C@@H]2C)cc1
  A = 18	B = x	C = -1	D = 2	E = 7	F = -1	G = -11	H = -3

Cc1cccc(-c2nc(-c3ccncc3)no2)c1
  A = 0	B = -195	C = 7	D = -1	E = -19	F = -2	G = -9	H = 10

O=c1c2ccccc2[nH]c2ccc(F)cc12
  A = -19	B = -21	C = x	D = -12	E = -1	F = -9	G = x	H = -14

O=C(O)c1ccc(NC2CC(=O)N(Cc3ccccc3)C2=O)cc1 (stereo unspecified)
  A = 0	B = 16	C = 2	D = 4	E = 6	F = -3	G = 15	H = 7

O=C(NCC(c1cccs1)N1CCOCC1)c1cc(-c2ccc(F)cc2)nc2ccccc12 (stereo unspecified)
  A = -9	B = -8	C = x	D = 5	E = -6	F = -6	G = -12	H = x

CC1CCCCC1NC(=O)CSc1ccc([N+](=O)[O-])cc1 (stereo unspecified)
  A = -7	B = 4	C = 4	D = -3	E = 1	F = -5	G = 2	H = -2

CNc1cccc(-c2c(OC)cccc2OC)n1
  A = 3	B = x	C = -3	D = 1	E = -2	F = -1	G = 1	H = 6

NS(=O)(=O)c1ccc(NNC(=O)c2ccc(F)cc2F)cc1
  A = -5	B = 35	C = 3	D = 0	E = 0	F = 3	G = -1	H = 24

Nc1c2c(nc3ccccc13)N(C1CCCCC1)CC2
  A = x	B = 25	C = 5	D = x	E = x	F = x	G = -6	H = -15

C[C@@H]1CN([C@H](C)CO)C(=O)c2cc(-c3ccc(C#N)cc3)cnc2O[C@H]1CN(C)C(=O)CN(C)C
  A = -32	B = x	C = 2	D = 1	E = 4	F = -6	G = -5	H = -3

C[C@H]1CN([C@@H](C)CO)C(=O)Cc2cc(NS(=O)(=O)c3ccc(Cl)cc3)ccc2O[C@@H]1CN(C)C(=O)Nc1ccc(F)cc1
  A = 3	B = -22	C = 1	D = -2	E = 16	F = -10	G = -8	H = -7

Cc1cc(N2CCN(C)CC2)nc2ccc(NC(=S)NCCCN3CCN(C)CC3)cc12
  A = 4	B = 43	C = -1	D = 2	E = -25	F = 4	G = 9	H = 2

CCC(=O)N1CC2(C1)[C@@H](c1ccccc1)[C@@H](CO)N2C(=O)NC(C)C
  A = 0	B = -9	C = x	D = 5	E = 4	F = 1	G = x	H = 0

CCCN1CCN(CCCNC(=O)c2cc3c(s2)-c2c(C)cccc2OC3)CC1
  A = -23	B = 0	C = -3	D = -51	E = -9	F = x	G = 0	H = -5

COc1ccc(S(=O)(=O)Nc2ccc3c(c2)C(=O)N([C@@H](C)CO)C[C@H](C)[C@@H](CN(C)C(=O)C2CCCCC2)OCCCC[C@H](C)O3)cc1
  A = 6	B = 34	C = 2	D = 0	E = -20	F = 12	G = x	H = 0

Cc1ccc(CC2SC(N)=NC2=O)cc1 (stereo unspecified)
  A = 19	B = -2	C = x	D = 1	E = -5	F = 11	G = 12	H = 8

CCOC(=O)C1CCN(C(=O)COC(=O)CN(C)S(=O)(=O)c2ccc(NC(C)=O)cc2)CC1
  A = -9	B = 6	C = -3	D = 2	E = 25	F = x	G = -20	H = 1

O=[N+]([O-])c1cccc2c(S(=O)(=O)N3CCCCC3)cccc12
  A = -17	B = 19	C = 0	D = -2	E = 4	F = -7	G = -1	H = x

C[C@@H]1CCCCO[C@H](CN(C)S(C)(=O)=O)[C@@H](C)CN([C@@H](C)CO)C(=O)c2cc(NC(=O)NC3CCCCC3)ccc2O1
  A = -1	B = -15	C = -2	D = -4	E = -2	F = -7	G = 3	H = -2

Compound activity as filed in PubChem.
